D1 agonist: agonists of human D1 dopamine receptor; P21728; HEK293 T-REx D1 cells, calcium flux, agonist mode; activation, % at 2 µM; hit rate 1% among 360,000; in the data active means activation above about 30%; further: 0% is about no effect
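Tetracycline-induced HEK293 TREx D1 cells, force-coupled to calcium signalling, were dye-loaded with a no-wash calcium kit. Compound was pin-added after a 10 s baseline. Fluorescence was read kinetically at 1 cycle/s for 180 s, with calcium rises flagged as agonism.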
D1 antagonist: antagonists of human D1 dopamine receptor; HEK293 TREx D1 cells, calcium flux, dopamine EC80; active compounds read low; AID 504652; hit rate 3.2% among 360,000; P21728; activity change, negative = inhibition, % at 10 µM; in the data active means activity change below about -30%; further: on the % scale 0 is the no-effect control and ±100 the full control effect
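Compound effects on dopamine-evoked calcium signalling were measured in tetracycline-induced HEK293 Trex D1 cells. Dopamine at EC80 followed a 180 s compound pre-read, and fluorescence was tracked kinetically for 180 s more.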
Vif-A3F inh: Vif-A3F binding inhibition. HeLa A3F-eYFP + Vif (tagged APOBEC3F with the HIV-1 protein that degrades it), YFP fluorescence increase. AID 602313. Potency, µM (titrated, usually from 46.1 µM), for inactives: at the highest dose activity, negative = active. hit rate 0.2% among 390,000; further: potency means the concentration at half of the fitted maximal effect; % of control where 0% means no effect; nearly all actives have a fitted effect of over 65% in size
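HeLa cells stably expressing Vif plus C-terminally eYFP-tagged A3F were seeded, incubated overnight at 37 deg C, dosed with compound, incubated overnight again at 37 deg C. Yellow fluorescence (Ex 488/Em 500-530) reported blocked Vif-mediated A3F-eYFP degradation.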
RXFP1 ag: RXFP1 (human) receptor agonism; Q9HBX9; AID 2676; HEK293T-RXFP1 cAMP TR-FRET, 30 min; response scale: percent of porcine relaxin response, buffer zero; Potency, µM (series often up to 57.5 µM), for the others: at the highest dose activation, most hits filed as activators; hit rate 0.3% among 370,000; further: potency means the concentration at half of the fitted maximal effect; on the % scale 0 is the no-effect control and ±100 the full control effect; nearly all actives have a fitted effect of over 60% in size; many of its hits are not listed in these tables
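HEK293 cells stably expressing RXFP1, treated 30 min at 37C with compounds plus PDE4 inhibitor Ro 20174; cAMP measured by HTRF TR-FRET. Normalized to buffer and 29 nM porcine relaxin; EC50 by Hill fit.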
LDHA inh: blocks human lactate dehydrogenase A; P00338; purified LDHA, NADH/diaphorase-resazurin fluorescence; active compounds read low; activity change, % (values are at about 110 or 230 µM); hit rate 0.15% among 480,000; AID 1347041; in the data active means activity change below about -30%; inconclusive means mostly about -25% to -30%;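 further: plate controls were DMSO wells for no effect and wells without enzyme for full effect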
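Enzyme activity of human lactate dehydrogenase 5 (2 nM; 0.06 mM NADH, 0.2 mM pyruvate, 5 min, RT) is measured via a resazurin/diaphorase fluorescence readout of residual NADH.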
D1 potentiator: potentiators of human D1 dopamine receptor; HEK293 TREx D1 cells, calcium flux, dopamine EC20 potentiation; potentiation, % at 10 µM; hit rate 0.036% among 360,000; in the data active means potentiation above about 30%; further: 0% is about no effect
Vif-APOBEC3G blk: Vif-A3G binding inhibition; Q9HC16; HeLa A3G-eYFP + Vif (tagged APOBEC3G with the HIV-1 protein that degrades it), YFP fluorescence, overnight; Potency, µM (doses to about 46.1 µM), for inactives: at the top dose activity, negative = active, actives largely listed as inhibitors; hit rate 0.076% among 410,000;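 further: potency means the concentration at half of the fitted maximal effect; on the % scale 0 is the no-effect control and ±100 the full control effect; nearly all actives have a fitted effect of over 60% in size; hits raise eYFP signal because A3G escapes Vif-driven loss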
Target sequence (Q9HC16 whole entry, looked up): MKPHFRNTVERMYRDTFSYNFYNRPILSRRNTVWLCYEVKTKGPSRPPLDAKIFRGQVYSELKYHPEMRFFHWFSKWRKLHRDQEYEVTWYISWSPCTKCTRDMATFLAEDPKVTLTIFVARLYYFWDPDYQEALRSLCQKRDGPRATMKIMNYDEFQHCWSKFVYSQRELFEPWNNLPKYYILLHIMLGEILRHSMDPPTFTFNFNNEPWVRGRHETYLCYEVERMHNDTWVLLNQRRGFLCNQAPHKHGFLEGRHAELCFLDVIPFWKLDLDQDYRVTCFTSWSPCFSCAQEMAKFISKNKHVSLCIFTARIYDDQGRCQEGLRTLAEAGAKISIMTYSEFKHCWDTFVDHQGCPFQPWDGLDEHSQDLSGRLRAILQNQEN
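HeLa cells stably expressing Vif and C-terminally eYFP-tagged A3G, seeded overnight at 37 deg C, then exposed to compound by pintool overnight at 37 deg C. Rise in yellow fluorescence (Ex 488/Em 500-530, Acumen) marks blocked Vif-driven A3G degradation.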
Glioma ERSR ind: induces the endoplasmic reticulum stress response in human glioma cells; U87-MG GRP78 promoter luciferase reporter, 16 h; Potency, µM, for the others: at the highest dose activation, actives largely listed as activators; hit rate 0.02% among 420,000; further: potency means the concentration at half of the fitted maximal effect; series mostly up to about 76 µM; % of control where 0% means no effect; nearly all actives have a fitted effect of over 35% in size
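ERSR induction read as luciferase luminescence (Bright-Glo, 10 min at room temperature) in stably transfected human U87-MG glioma cells exposed to compounds for 16 h, using GRP78 as sensor.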
D2 potentiator: positively modulates the human D2 dopamine receptor allosterically. potentiation, % at 10 µM. P14416. HEK293 T-REx D2, calcium flux, EC20 dopamine potentiation. AID 485347. hit rate 0.34% among 340,000;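 active means potentiation over 3 SD above the plate norm, cut at about 30% in these data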; further: 0% is about no effect
Target sequence (P14416 whole entry, looked up): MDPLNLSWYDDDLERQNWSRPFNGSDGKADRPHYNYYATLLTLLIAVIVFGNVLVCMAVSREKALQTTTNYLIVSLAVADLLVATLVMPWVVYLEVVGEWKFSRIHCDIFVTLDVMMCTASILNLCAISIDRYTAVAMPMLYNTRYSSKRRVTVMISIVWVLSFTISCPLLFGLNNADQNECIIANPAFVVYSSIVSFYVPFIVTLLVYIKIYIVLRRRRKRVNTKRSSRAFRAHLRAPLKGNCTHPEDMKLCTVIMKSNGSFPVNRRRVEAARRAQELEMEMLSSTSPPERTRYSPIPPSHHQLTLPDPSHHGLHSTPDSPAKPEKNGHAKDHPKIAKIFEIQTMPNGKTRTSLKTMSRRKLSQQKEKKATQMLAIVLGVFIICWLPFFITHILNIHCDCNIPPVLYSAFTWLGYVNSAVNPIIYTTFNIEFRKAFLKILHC
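Primary screen. Calcium kinetics in induced HEK293 T-REx D2 cells: compound pre-addition 180 s, EC20 dopamine, 180 s more.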
* marks the source's active call; other numbers are inactive results; ? = inconclusive; nt = not tested or not shown; & = joins results of further samples. Unless noted, the call rests on the fitted dose curve; in most records, active means well fitted curve in the direction sought with a large enough effect; inconclusive means small, poorly fitted or top-dose-only effect, or another doubt; inactive means no such curve, though single readings can be large; an effect the other way counts as inactive or inconclusive. The list is partial. The share of hits here may be higher or lower than overall.

SMILES	D1 agonist	D1 antagonist	Vif-A3F inh	RXFP1 ag	LDHA inh	D1 potentiator	Vif-APOBEC3G blk	Glioma ERSR ind	D2 potentiator
Cc1ccc(C(=O)Nc2ccc3c(c2)nc(CCNC(=O)c2ccco2)n3C)cc1	-1	-19	-19%	5.6%	-4	1	-5%	0%	nt
CCc1ccc(NC(=O)C2CCN(c3nn4cc(-c5ccc(OC)cc5)nc4s3)CC2)cc1	2	0	2%	10%	-3	0	5%	-2%	3
CC1CN(C2CCCCC2)c2nc3c(c(=O)n(C)c(=O)n3C)n2C1 (centres undefined)	-1	-4	1%	0.1%	-4	-1	1%	-4%	4
CC(C)CC1c2[nH]c3ccccc3c2CCN1C(=O)c1cnccn1 (centres undefined)	-1	-7	-12%	0.3%	1	2	-21%	-2%	-4
COc1ccc(N(C(=O)c2snc(C(N)=O)c2N)C(C(=O)NCC2CCCO2)c2ccc3ncccc3c2)cc1OC (centres undefined)	4	-3	3%	0.3%	6	4	-6%	-1%	-10
CC(C)CNC(=O)[C@@H]1CSC2c3ccccc3C(=O)N21 (some centres undefined)	1	-1	17%	-0.1%	-7	1	1%	-3%	0
Cc1ccc(-n2c(O)cnc2Nc2nc(C)cc(C)n2)cc1	1	-1	-3%	0.5%	-2	-3	0%	-3%	16
Cc1cccc(N2CCN(Cc3oc(CO)cc(=O)c3O)CC2)c1C	8	-5	-4%	0.0%	-1	1	0%	-2%	-9
O=C(CS(=O)(=O)c1c[nH]c2ccccc12)Nc1ccc(F)cc1	0	7	7%	1.3%	-4	-6	1%	-4%	-7
Cn1c(=O)n(Cc2ccccc2Cl)c2ccccc21	0	20	11%	2.1%	-6	-4	-14%	0%	nt
O=C(NCCc1c[nH]c2ccccc12)c1cc(Cl)c2c(c1)OCO2	3	-6	8%	-1.3%	-5	-4	2%	10%	-9
CC1CCC(C(C)C)C(OCC(O)CN2CCN(Cc3ccccc3)CC2)C1 (centres undefined)	10	6	0%	0.2%	2	-2	-5%	-4%	-20
COCCCNC(=O)COc1cc(C)c(Cl)c(C)c1	-1	-5	0%	-0.2%	-9	1	0%	-5%	0
COc1ccc(CN2CCNC(=O)C2CC(=O)NC2CCCC2)c(OC)c1 (centres undefined)	0	10	4%	1.4%	-1	-4	-2%	-2%	107*
O=C(O)c1cc(N=Cc2c(O)c3ccccc3oc2=O)ccc1O	2	6	-3%	9.5%	3	-3	1%	-4%	nt
CCOc1cc(C(=S)N2CCN(C)CC2)ccc1OCC(=O)N1CCCC1	nt	nt	2%	nt	-7	nt	2%	-4%	nt
O=C(Cn1nc(-c2ccco2)ccc1=O)Nc1cc(C(F)(F)F)ccc1Cl	4	-5	0%	1.7%	-3	1	2%	-2%	-5
CC(C)CN(CCNC(=O)c1cc(-c2cccs2)nc2ccccc12)CC(C)C	-1	-25	0%	0.9%	-7	1	1%	1%	-12
CC(=O)c1cccc(NC(=O)COC(=O)c2ccc3c(c2)OCO3)c1	9	-31*	2%	16%	-7	nt	4%	0%	-10
COc1ccc2oc(C)c(C(N)=O)c2c1	2	9	-7%	1.5%	8	0	0%	-2%	3
O=C1OCC(CO)(CO)N=C1NNc1cc(Cl)ccc1Cl	2	19	-2%	0.0%	-7	0	1%	-2%	-1
CCN(c1ccccc1)S(=O)(=O)c1cc(C(=O)O)ccc1C	-1	8	-2%	-0.6%	-5	3	3%	-2%	7
Cc1ccc(-c2nc3c(c(=O)c4ccccc4n3C)c(=O)n2Cc2ccco2)cc1	13	5	0%	-0.2%	-2	0	-6%	0%	12
CCc1ccc(S(=O)(=O)c2cn(CC(=O)Nc3cccc(C)c3)c3ccc(Cl)cc3c2=O)cc1	8	13	1%	22%	2	5	4%	-3%	-29
COc1ccccc1-n1c(-c2cn(C)nc2C)n[nH]c1=S	3	1	-22%	-0.5%	6	-1	0%	-3%	-3

Some of these compounds in order of the D1 agonist value, smallest number first.
canonical_smiles	D1 agonist	D1 antagonist	LDHA inh	D1 potentiator	Glioma ERSR ind	D2 potentiator
Cc1ccc(-n2c(O)cnc2Nc2nc(C)cc(C)n2)cc1	1	-1	-2	-3	-3%	16
O=C(O)c1cc(N=Cc2c(O)c3ccccc3oc2=O)ccc1O	2	6	3	-3	-4%	nt
CC1CCC(C(C)C)C(OCC(O)CN2CCN(Cc3ccccc3)CC2)C1 (centres undefined)	10	6	2	-2	-4%	-20

The main list resumes, starting 2 compounds before the break.
SMILES	D1 agonist	D1 antagonist	Vif-A3F inh	RXFP1 ag	LDHA inh	D1 potentiator	Vif-APOBEC3G blk	Glioma ERSR ind	D2 potentiator
CCc1ccc(S(=O)(=O)c2cn(CC(=O)Nc3cccc(C)c3)c3ccc(Cl)cc3c2=O)cc1	8	13	1%	22%	2	5	4%	-3%	-29
COc1ccccc1-n1c(-c2cn(C)nc2C)n[nH]c1=S	3	1	-22%	-0.5%	6	-1	0%	-3%	-3
CCc1cccc(NC(=O)CCCn2c(=O)[nH]c3ccsc3c2=O)c1	-3	9	6%	-0.2%	-9	-1	0%	-3%	20
Cc1c(C(=N)C(C#N)C#N)c(=N)oc2c1ccc1ccccc12	2	-41*	3%	-2.1%	-17	5	-3%	6%	-5
COc1ccc(N(C)C(=O)Cc2c(C(=O)O)n(C)c3ccccc23)cc1	2	2	-5%	0.5%	0	-6	2%	-2%	nt
Cc1cccc(NC(=O)c2nnn(CC(=O)Nc3ccc(C(C)C)cc3)c2N)c1C	3	6	0%	7.6%	2	0	3%	-2%	-7
COc1ccc(NC(=O)CCc2nnc3ccc(N4CCC5(CC4)OCCO5)nn23)cc1	1	-19	3%	?	-8	-12	5%	-3%	-15
COc1ccc(Br)cc1CNC(=O)c1ccc(-n2c(C)cc3c2CCC(C)C3)cc1 (centres undefined)	-2	5	-5%	8.5%	11	1	-8%	-1%	4
Cc1cc(NC(=O)COc2ccccc2C)ccc1NC(=O)c1cccs1	-3	-11	-2%	4.2%	-4	-5	0%	-5%	2
Cc1ccc(CN2C(=O)/C(=C\c3ccc(C(=O)NCc4cccnc4)cc3)Oc3ccccc32)cc1	2	2	nt	7.0%	nt	-3	nt	nt	-1
CCCN(CC(=O)Nc1ccccc1C)C(=O)c1cccc(S(=O)(=O)N2CCc3ccccc3C2)c1	4	-6	-13%	-0.9%	-1	-5	2%	-5%	-3
Cc1sc2nc(SCCN(C)C)n(-c3ccccc3)c(=O)c2c1-c1ccc(F)cc1	4	26	-4%	3.9%	-4	nt	-5%	-4%	-9
Cc1cc(=O)oc(C)c1C(=O)Nc1ccc(N(C)C)cc1	3	7	?	-7.5%	-6	4	-3%	-2%	13
N/C(=N\OC(=O)c1ccc2c(c1)OCO2)c1ccc([N+](=O)[O-])cc1	3	-10	4%	1.4%	-1	-5	1%	1%	4
COc1cc(Cl)ccc1NC(=O)COc1ccccc1C(=O)N1CCN(c2ccc(O)cc2)CC1	1	0	1%	2.7%	20	-3	-1%	4%	0
CC1CC(=O)N(c2ccc(C(C)C)cc2)C(=O)C1	6	-32*	-3%	1.8%	-3	-5	0%	0%	3
CN1CCc2c(sc3c2C(=O)NC(c2ccco2)N3)C1 (centres undefined)	8	-7	-5%	-1.3%	9	-4	-9%	-2%	2
COCc1cc(C)nc(N/N=C/c2ccc(-c3ccc(C(=O)O)c(Cl)c3)o2)c1C#N	0	2	nt	19%	nt	-4	nt	nt	nt
O=C(COC(=O)c1ccc2c(c1)OCO2)NC1CCCCC1	nt	nt	4%	nt	-6	nt	3%	2%	nt
O=C(CSc1nnc(COc2cccc3cccnc23)o1)N1CCN(C(=O)c2ccco2)CC1	1	2	-1%	2.6%	-6	-4	-1%	0%	-10
Cc1ccc(C(=O)OCC(=O)NCc2ccc(Cl)cc2)s1	nt	nt	-11%	nt	-6	nt	-9%	-2%	nt
COC(=O)C1=C(C)Nc2ncnn2C1c1ccc(OCc2ccccc2)cc1 (centres undefined)	4	-38*	-6%	0.1%	-3	-5	-4%	3%	-5
CC(C)CCNC(=O)Cn1c(-c2cccs2)cc2cc(F)ccc21	1	4	8%	14%	-3	-1	1%	-1%	3
CCCn1c(C2CCCN2c2nc(-c3ccc(C)cc3)cs2)nc2ccccc21 (centres undefined)	1	9	?	1.7%	-1	3	-19%	-4%	5
FC(F)(F)c1ccccc1N/N=C/c1cccnc1	1	22	-3%	0.7%	2	3	-1%	5%	nt
Cc1ccc(CNC(=O)CCN2C(=O)COc3ccc(C)cc32)cc1	-1	14	2%	0.2%	0	-1	-4%	-4%	-21
CCOc1ccc(OCCSc2nc3ccccc3o2)cc1	3	14	-1%	2.8%	-2&-5	0	-6%	3%	-5
COc1ccccc1NC(=O)COC(=O)Cc1cccs1	1	-18	0%	5.0%	-8	-4	-2%	0%	2
COc1ccc(C(=O)CCN2CCN(c3ccccc3OC)CC2)cc1	5	-46*	4%	-2.4%	-1	-12	-14%	-17%	-3
CC(OC(=O)c1ccc2ncsc2c1)C(=O)Nc1cccc(Cl)c1 (centres undefined)	0	-15	9%	1.4%	-9	1	1%	-4%	-3

Looked up above:
CC(C)CN(CCNC(=O)c1cc(-c2cccs2)nc2ccccc12)CC(C)C in Glioma ERSR ind: 1%
Cc1ccc(-n2c(O)cnc2Nc2nc(C)cc(C)n2)cc1 in D2 potentiator: 16

A draw from above in order of molar mass, rising.
SMILES	D1 agonist	D1 antagonist	Vif-A3F inh	RXFP1 ag	LDHA inh	D1 potentiator	Vif-APOBEC3G blk	Glioma ERSR ind	D2 potentiator
Cc1cc(=O)oc(C)c1C(=O)Nc1ccc(N(C)C)cc1	3	7	?	-7.5%	-6	4	-3%	-2%	13
CC(C)CNC(=O)[C@@H]1CSC2c3ccccc3C(=O)N21 (some centres undefined)	1	-1	17%	-0.1%	-7	1	1%	-3%	0
Cc1c(C(=N)C(C#N)C#N)c(=N)oc2c1ccc1ccccc12	2	-41*	3%	-2.1%	-17	5	-3%	6%	-5
